Screening data from PubChem BioAssay.
CBFb-RUNX1 inh: inhibitors of human CBF-beta and RUNX1 interaction; Q01196+Q13951; Potency, µM (titrated, usually from 59.8 µM), for the others: top-dose activity, negative = inhibition, most hits filed as inhibitors; AlphaScreen CBFb-His/RUNX1-biotin binding, biochemical; 230,000 tested, under 10 active; further: % of control where 0% means no effect
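Room-temperature protein-protein interaction test with 30 nM each of His-tagged CBF-beta and biotinylated RUNX1, 15 min with compound, then 90 min with nickel plus streptavidin beads. Signal read in AlphaScreen mode.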
NPSR antag: neuropeptide S receptor (human) antagonism, cAMP. 220,000 compounds, 1% hits. Potency, µM (top dose mostly 38.3 µM), without a hit: at the highest dose activity change, negative = inhibition, actives largely listed as inhibitors. CHO-NPSR cells, cAMP TR-FRET, antagonist mode. AID 1461; further: potency means the concentration at half of the fitted maximal effect; on the % scale 0 is the no-effect control and ±100 the full control effect; nearly all actives have a fitted effect of over 50% in size; many of its hits are not listed in these tables
Target sequence (Q6W5P4 whole entry, looked up): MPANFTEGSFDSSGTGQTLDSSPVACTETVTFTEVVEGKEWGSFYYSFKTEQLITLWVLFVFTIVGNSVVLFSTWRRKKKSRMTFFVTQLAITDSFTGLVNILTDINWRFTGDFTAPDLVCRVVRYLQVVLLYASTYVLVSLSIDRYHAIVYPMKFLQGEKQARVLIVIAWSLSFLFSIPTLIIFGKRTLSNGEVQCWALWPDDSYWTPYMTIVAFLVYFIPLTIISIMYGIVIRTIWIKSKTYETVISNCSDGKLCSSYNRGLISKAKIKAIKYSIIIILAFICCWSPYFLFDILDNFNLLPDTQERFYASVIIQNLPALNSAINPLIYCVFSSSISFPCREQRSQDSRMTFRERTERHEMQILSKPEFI
Luc counter: Kinase-Glo luciferase inhibition (counter-screen); Kinase-Glo luciferase, ATP luminescence, 8 min; 200,000 compounds, 0.28% hits; Q27757; Potency, µM (top dose mostly 38.3 µM), for inactives: at the highest dose activity change, negative = inhibition, actives largely listed as inhibitors; further: potency means the concentration at half of the fitted maximal effect; on the % scale 0 is the no-effect control and ±100 the full control effect; nearly all actives have a fitted effect of over 60% in size
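Luminescence was the read-out, taken after 8-minute incubation at ambient temperature. Luciferase turned over luciferin with 10 uM ATP in imidazole pH 7.2 buffer containing KCl, MgCl2, Tween 20 and BSA.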
IMPase Li cell: membrane-permeable IMPase blocker, potentiated with lithium. 210,000 compounds, 0.35% hits. Potency, µM (doses to about 59.4 µM), inactives show top-dose activity, negative = IMPase inhibition, actives largely listed as inhibitors. AID 1457. CHO-M1 cells, IP1 TR-FRET (IP-One), carbachol + lithium;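 further: IP1 builds up when IMPase is blocked and the TR-FRET signal falls; potency means the concentration at half of the fitted maximal effect; plate controls were basal vehicle for no effect and high inhibitor control for full effect; nearly all actives have a fitted effect of over 50% in size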
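Lithium-sensitised IP1 accumulation assay; M1-expressing CHO cells treated 30 min at 37C with compound. Competitive antibody detection by time-resolved FRET followed a 10 min room-temperature lysis step.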
Lamin A splicing: LMNA splicing modulation. HeLa LMNA splicing GFP/RFP minigene ratio, 48 h. Potency, µM (series often up to 46.1 µM), inactives show at the highest dose ratio change, negative = inhibition, usual class: inhibitors. 200,000 compounds, 0.01% hits. AID 1487; active means well fitted inhibition curve with a large enough effect in the signal ratio, with a control signal flat, not every such curve was filed as active; inconclusive means small, poorly fitted or top-dose-only effect, or effect the other way, or a change in a side signal; the % refers to the signal ratio; further: potency means the concentration at half of the fitted maximal effect; on the % scale 0 is the no-effect control and ±100 the full control effect
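S3 HeLa stable clones carrying a lamin A-EGFP splicing minigene plus DsRed2 were seeded at 600 cells/well in Opti-MEM with 2% FBS, pin-dosed and incubated 48 h at 37°C. Acumen cytometry (488 nm) gave the GFP/RFP total-intensity ratio.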
GLA spleen mod: alpha-galactosidase A (human) modulation; human spleen homogenate, 4MU-alpha-Gal fluorescence, 40 min; 240,000 compounds, 0.008% hits; P06280; Potency, µM (highest dose often 80 µM), without a hit: top-dose activity change, negative = inhibition, actives largely listed as inhibitors;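 further: potency means the concentration at half of the fitted maximal effect; 0% = enzyme with vehicle and -100% = no enzyme basal signal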
Target sequence (P06280 32-429 limits assumed): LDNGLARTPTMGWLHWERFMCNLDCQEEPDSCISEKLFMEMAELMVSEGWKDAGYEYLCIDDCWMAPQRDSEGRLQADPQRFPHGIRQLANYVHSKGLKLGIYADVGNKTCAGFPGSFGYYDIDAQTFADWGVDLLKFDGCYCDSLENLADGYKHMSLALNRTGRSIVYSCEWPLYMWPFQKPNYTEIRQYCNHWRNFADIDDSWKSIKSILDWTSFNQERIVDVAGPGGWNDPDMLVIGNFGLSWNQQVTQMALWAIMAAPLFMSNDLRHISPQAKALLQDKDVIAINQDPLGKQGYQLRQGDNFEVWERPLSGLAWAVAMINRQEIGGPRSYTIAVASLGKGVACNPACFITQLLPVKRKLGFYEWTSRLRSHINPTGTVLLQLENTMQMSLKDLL
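Human spleen homogenate (1 ug) was the enzyme source, with 4-methylumbelliferyl-alpha-D-galactopyranoside (1 mM final) in pH 5.0 citrate buffer with 0.01% Tween-20. Compounds were titrated; after 40 min at 37C, NaOH/glycine stop, 4-MU fluorescence read; AC50 from Hill fits.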
Epigenetic reg: epigenetic control regulation, reporter derepression. Potency, µM (titrated, usually from 53.9 µM), without a hit: at the highest dose GFP activation, usual class: activators. murine LDR cells, GFP reporter derepression, 30 h. 280,000 compounds, 0.2% hits; further: potency means the concentration at half of the fitted maximal effect; % of control where 0% means no effect; nearly all actives have a fitted effect of over 60% in size
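Derepression of a silenced CMV-GFP reporter in murine LDR cells is scored by enumerating GFP-positive cells with a laser-scanning microplate cytometer after 30 hours of treatment at 37 C.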
Numbers without * were called inactive; ? = inconclusive; . = not tested or not shown; & = joins results of further samples; [ ] = remark or other dose. Unless noted, the call rests on the fitted dose curve; in most records, active means well fitted curve in the direction sought with a large enough effect; inconclusive means small, poorly fitted or top-dose-only effect, or another doubt; inactive means no such curve, though single readings can be large; an effect the other way counts as inactive or inconclusive.

SMILES	CBFb-RUNX1 inh	NPSR antag	Luc counter	IMPase Li cell	Lamin A splicing	GLA spleen mod	Epigenetic reg
COc1cccc(NC(=O)Nc2ccc3c(c2)nc(C)n3C)c1	-2%	0%	?	13%	?	3%	0.1%
O=C(Cc1ccc(F)cc1)N1CCN=C1SCc1ccc([N+](=O)[O-])cc1	-4%	-27%	1%	9%	?	1%	0.0%
CCC(N1CCOC1=O)S(=O)(=O)c1ccc(C)cc1 (configuration not stated)	4%	-1%[46.1 µM]	-2%	17%[38.3 µM]	-2%	6%	0.7%
Cc1ccc(S(=O)(=O)N(C)c2ccc(C(=O)O)cc2)cc1	3%	-22%[46.1 µM]	-3%	0%[38.3 µM]	5%	1%	2.2%
C=CCC(O)c1ccccc1 (configuration not stated)	5%	.	-1%	-1%	.	-6%	-0.1%
CCOC(=O)c1cc(NC(=O)c2ccc(C)cc2)c(=O)oc1C(F)(F)F	-7%	3%	-1%	-14%	.	0%	-1.1%
Cc1cc(-c2n[nH]c(=S)n2/N=C/c2ccccc2[N+](=O)[O-])n[nH]1	3%	-7%	2%	-3%	-2%	5%	-3.2%
COc1ccc(NC(=O)c2oc3ccccc3c2NC(=O)C(C)(C)C)cc1	15%	?	-1%	2%	-11%	0%	1.8%
O=c1c2cc(Cl)cc(Cl)c2nc2n1CCC2	25%	12%	3%	3%	-19%[46 µM]	5%	-1.2%
CCCCCCCCCCCCCC(=O)O	-7%[21.7 µM]	.	.	-6%	.	-5%	.
CCOCCC(=O)Nc1cc(Cl)ccc1OC	1%	8%[46.1 µM]	4%	37%[38.3 µM]	4%	-2%	2.9%
CCC(OC(=O)c1ccco1)C(=O)NCc1ccc(C)cc1 (configuration not stated)	4%	-6%[46.1 µM]	1%	-2%[38.3 µM]	7%	-4%	0.0%
Cc1ccc(S(=O)(=O)c2c(C)nn(C(C)(C)C)c2OC(=O)c2cccs2)cc1	2%	?	-5%	3%[38.3 µM]	?	-4%	-0.4%
O/N=C/c1ccc2ccccc2n1	22%	6%	.	.	.	1%	-1.0%
O=C(CN(c1ccccn1)S(=O)(=O)c1ccccc1)N/N=C/c1cccc([N+](=O)[O-])c1	-1%	23%	-1%	-5%	-3%	-4%	-1.1%
S=C(Nc1ccc(Cl)cc1)NC1CC2CCC(C1)N2Cc1ccccc1 (configuration not stated)	8%	34%	.	9%	.	8%	-1.2%
O=C(CN(CC1CCCO1)S(=O)(=O)c1ccc(S(=O)(=O)NCC2CCCO2)cc1)Nc1ccccc1 (configuration not stated)	2%	-12%[46.1 µM]	1%	-6%[38.3 µM]	?	4%	0.0%
O=C(COC(=O)c1ccco1)NCc1ccc(Cl)cc1	10%	6%	4%	7%	?	9%	-1.9%
Cc1ccc(S(=O)(=O)NC(c2ccccc2)C(C)C(=O)n2nc(C)cc2C)cc1 (configuration not stated)	-1%	?	-2%	34%[activator][38.3 µM]	5%	4%	-2.6%
CCOC(=O)C1=C(C)N(C)C(=S)NC1c1ccccc1 (configuration not stated)	5%	22%	5%	6%	-10%	4%	-1.0%
COc1cc(/C=N/NC(=O)c2cncc(Br)c2)cc([N+](=O)[O-])c1O	.	5%[7.67 µM]	.	.	.	-11%	-0.3%
O=C(O)CCC(CNS(=O)(=O)c1ccccc1)C(F)(F)F (configuration not stated)	-4%	6%	3%	0%	17%[9.22 µM]	4%	-2.7%
C=CCNC(=O)/C=C/c1c(F)cccc1Cl	7%	11%	-4%	-5%	-9%	-3%	0.0%
O=C(CCNS(=O)(=O)c1ccc(Br)s1)N1CCCCC1	-2%	2%[46.1 µM]	0%	-8%[38.3 µM]	-2%	0%	1.5%
Cc1ccc(S(=O)(=O)c2cn(Cc3ccc(F)cc3)c3cc4c(cc3c2=O)OCO4)cc1	3%	-19%	1%	-12%	-12%	8%	-1.0%
SMILES	CBFb-RUNX1 inh	NPSR antag	Luc counter	IMPase Li cell	Lamin A splicing	GLA spleen mod	Epigenetic reg
COc1ccc(C(=O)Nc2cc(=O)n(C)c(=O)n2C)cc1	3%	8%	-2%	-2%	25%[9.22 µM]	3%	-0.3%
CC1CCCCC1NC(=O)C1Cc2ccccc2CN1S(C)(=O)=O (configuration not stated)	?	-9%[46.1 µM]	0%	20%[38.3 µM]	-2%	-2%	-1.1%
COCc1c(C(=O)N/N=C(/C)c2ccccc2)nnn1-c1nonc1N	1%	14%	1%	-2%	-7%[46 µM]	10%	4.8%
COc1ccc(OC)c(NC(=O)CSc2nnnn2C)c1	1%	19%	-1%	1%	9%[46 µM]	12%	-1.1%
CC(=O)Oc1ccc(NC(=O)Cc2ccccc2)c(C(=O)O)c1	-16%	5%	3%	-4%	5%[46 µM]	5%	-0.1%
CC(NC(=O)c1ccc(F)cc1)c1nc2ccccc2n1Cc1ccccc1F (configuration not stated)	3%	-21%[46.1 µM]	-6%	18%[38.3 µM]	5%	-11%	1.0%
CC(=O)Nc1nc2ccccc2n1Cc1ccccc1Cl	-1%	-4%	.	.	.	-5%	19%
O=C(O)COc1ccc2c(c1)OCCO2	5%	-5%[46.1 µM]	10%	-3%[38.3 µM]	0%	-10%	1.0%
COC(=O)CCCCCN1C(=O)/C(=C\c2ccncc2)SC1=S	-5%	0%	.	.	.	-10%	1.6%
CN(Cc1ccccc1)c1ccc(C(=O)O)cc1[N+](=O)[O-]	5%	-12%[46.1 µM]	3%	-5%	12%	-4%	0.0%
COc1ccc(Br)cc1CN(C)C(C)C(=O)Nc1cc([N+](=O)[O-])ccc1OC (configuration not stated)	3%	-38%	0%	18%	?	3%	-1.1%
Cc1ccc(S(=O)(=O)N2CCC(=O)N(C(CO)Cc3ccccc3)CC2)cc1 (configuration not stated)	10%	-7%	14%	0%	3%	4%	0.0%
CC1CCCN(C2=NC(=O)/C(=C/c3cn(-c4ccccc4)nc3-c3cccc(S(=O)(=O)N(C)C)c3)S2)C1 (configuration not stated)	-4%	?	0%	7%[38.3 µM]	5%	3%	0.9%
CC(=O)Cc1nsc(NC(=O)c2cc(-c3ccccc3Cl)oc2C)n1	6%	-5%[46.1 µM]	-3%	-4%[38.3 µM]	?	-1%	-0.2%
N/C(Cc1nc2ccccc2s1)=N\O	-6%	-15%	.	.	.	2%	2.0%
COc1ccc(-n2nc(C(=O)N3CCN(Cc4ccc5c(c4)OCO5)CC3)c3ccccc3c2=O)cc1	5%	-12%[46.1 µM]	-2%	22%[38.3 µM]	1%	16%	2.4%
Brc1ccc2ncnc(Nc3cccc4ccccc34)c2c1	0%	?	3%	5%[38.3 µM]	12%	7%	-3.9%
Cn1cccc1/C=N/n1c(-c2ccc(Cl)cc2Cl)n[nH]c1=S	-2%	-17%[46.1 µM]	2%	-2%	?	7%	-0.9%
c1nc(N2CCC3(CC2)OCCO3)c2c3c(sc2n1)CCCC3	-1%	-19%[46.1 µM]	-1%	10%[38.3 µM]	?	9%	1.2%
OC1(c2ccccc2)CCN(Cc2ccccc2)C2CCCCC21 (configuration not stated)	5%	14%	1%	5%	-15%	-5%	7.5%
CNC(=S)NCCN1CCOCC1	2%	11%	-1%	-4%	-5%	7%	0.0%
CC1(C)CC(c2nc(-c3ccc(Br)cc3)cs2)CCS1 (configuration not stated)	-1%	-16%	0%	5%	0%	-6%	0.0%
O=C(CCN1CCc2ccccc2C(c2ccccc2)C1)c1ccc2c(c1)OCCO2 (configuration not stated)	-8%	?	-2%	49%[activator][38.3 µM]	?	-2%	0.8%
Cc1nc(/C=C/c2ccccc2)[nH]c(=O)c1-c1ccccc1	7%	6%	-2%	2%	?	-2%	-1.8%
COC(=O)C1=C(C)N(Cc2ccccc2)C2=C3C(=O)CCCC3[C@@](O)(C(=O)OC)C(=O)N2C1c1ccccc1 (some centres not stated)	10%&4%[13.1 µM]	.	.	.	.	15%&-12%[17.5 µM]	1.1%&2.3%[10.1 µM]
SMILES	CBFb-RUNX1 inh	NPSR antag	Luc counter	IMPase Li cell	Lamin A splicing	GLA spleen mod	Epigenetic reg
NC(Cc1c[nH]c2ccccc12)C(=O)NCc1ccco1 (configuration not stated)	-1%	-18%	-4%	3%	12%[46 µM]	-3%	-2.9%
O=C(Cc1nc(-c2ccc(Br)s2)cs1)NCCN1CCOCC1	-1%	-9%[46.1 µM]	-2%	13%[38.3 µM]	6%	0%	-1.9%
CNC(=O)C1CCN(C(=O)c2ccc(-c3ccccc3)cc2)CC1	5%	-18%[46.1 µM]	-4%	30%[38.3 µM]	-1%	4%	0.1%
CCc1nc(SCC(=O)c2ccc(C)c(C)c2)n[nH]1	-5%	-11%[46.1 µM]	2%	2%[38.3 µM]	1%	-2%	-0.9%
COC(=O)c1ccc2c(=O)n(CCO)c(=S)[nH]c2c1	1%	-11%[46.1 µM]	-2%	12%[38.3 µM]	-1%	-4%	-0.2%
COc1cccc(OC)c1C(=O)Nc1cc(C)on1	5%	14%[46.1 µM]	-4%	-20%[38.3 µM]	-11%	6%	-0.9%
Cc1c(NC(=O)C2CCCO2)cccc1[N+](=O)[O-] (configuration not stated)	-1%	29%	-2%	-1%	-7%	-3%	0.0%
Cc1occc1C(=O)Nc1sc2c(c1C(N)=O)CCCCC2	?	-20%[46.1 µM]	-1%	21%[38.3 µM]	?	-3%	-1.0%
COc1cccc(NC2c3ccccc3C(=O)N2Cc2ccco2)c1 (configuration not stated)	-10%	-11%[46.1 µM]	-4%	4%[38.3 µM]	-4%	2%	-2.7%
CC1COC(=O)C(NNc2ccc(Cl)c(Cl)c2)=N1 (configuration not stated)	7%	-5%	1%	1%	-3%[46 µM]	9%	0.0%
O=C(CNc1ccc(Oc2ccccc2)cc1)N1CCOCC1	7%	2%[46.1 µM]	-2%	19%[38.3 µM]	-4%	5%	-1.1%
Cn1c(CSc2nc3ccccc3n2C)nc2ccccc21	-1%	-13%[46.1 µM]	-6%	-6%[38.3 µM]	5%	2%	5.5%

Look-ups from the entries so far:
COc1cccc(NC2c3ccccc3C(=O)N2Cc2ccco2)c1 (configuration not stated) in Epigenetic reg = -2.7%
O=C(Cc1nc(-c2ccc(Br)s2)cs1)NCCN1CCOCC1 in IMPase Li cell = 13%[38.3 µM]
Cc1occc1C(=O)Nc1sc2c(c1C(N)=O)CCCCC2 in Luc counter = -1%

This is a subset; the hit share may differ from the screen's.
